Hsp70 inhibitors: Hsp70 inhibitors, probe displacement, primary screen, biochemical, fluorescence polarization (AID 583) | Heat shock 70 kDa protein 1A (Homo sapiens) | Hsp70 fluorescence polarization probe displacement, mP; higher % means a stronger effect | one-dose displacement, % at 20 µM; IC50 in µM for titrated hits | actives 0.06% (n = 140,000); in the data active = displacement above about 50%;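 note: plate controls were vehicle for no effect and reference ligand for full effect; a part of the inactive calls stands beside numbers as strong as those of hits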
MKP-3 inhibition: MKP-3 phosphatase inhibitors, primary screen, biochemical, rat enzyme, in vitro (AID 425); Dual specificity protein phosphatase 6 (Rattus norvegicus); recombinant MKP-3 phosphatase activity, fluorescence; higher % means a stronger effect; one-dose inhibition, % at 20 µM; IC50 in µM for titrated hits; actives 0.17% (n = 110,000); in the data active = inhibition above about 50%;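 note: plate controls were vehicle for no effect and reference inhibitor for full effect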
* = called active by the depositor; nt = not tested or not shown; & = joins results of further samples.

SMILES	Hsp70 inhibitors	MKP-3 inhibition
Cc1cccc(NC(=O)c2cc3c(ccc4ccccc43)oc2=O)n1	0.6%	5%
O=C(O)c1n[nH]c2ccccc12	-5.7%	-2%
CC(C)c1ccccc1NS(=O)(=O)c1ccc([N+](=O)[O-])cc1	0.9%	-2%
O=C1CC(N2CCC(c3nc4ccccc4s3)CC2)C(=O)N1 (configuration not stated)	1.0%	-20%
COc1cccc(C2C=C(c3ccc(Br)s3)Nc3ncnn32)c1OC (configuration not stated)	-10%	6%
CCOC(=O)Cc1c(C)nc2cc(-c3ccc(C)cc3)[nH]n2c1=O	-2.1%	-3%
CCCn1nnc(NC(=O)c2cccc(OCC)c2)n1	-6.4%	-14%
COC(=O)c1sc(NC(=O)c2c(-c3ccccc3)noc2C)c(C(=O)OC)c1C	-3.7%	1%
COc1ccc(NC(=O)c2sc3nccc(=O)n3c2C(=O)O)cc1	0.0%	1%
COc1ccccc1-c1noc(-c2cccs2)n1	5.6%	nt
O=C(OCC(=O)N1CCN(C(=O)c2ccco2)CC1)c1cc(-c2ccco2)nc2ccccc12	14%	nt
Cc1cc(SCc2ccccc2)n2ncnc2n1	-0.3%	-4%

Sorted by the number under Hsp70 inhibitors (smallest number first): four from the list above
SMILES	Hsp70 inhibitors	MKP-3 inhibition
COc1cccc(C2C=C(c3ccc(Br)s3)Nc3ncnn32)c1OC (configuration not stated)	-10%	6%
CCOC(=O)Cc1c(C)nc2cc(-c3ccc(C)cc3)[nH]n2c1=O	-2.1%	-3%
O=C1CC(N2CCC(c3nc4ccccc4s3)CC2)C(=O)N1 (configuration not stated)	1.0%	-20%
COc1ccccc1-c1noc(-c2cccs2)n1	5.6%	nt

(further entries)
SMILES	Hsp70 inhibitors	MKP-3 inhibition
C=CCn1c(SCC(=O)Nc2ccc3c(c2)OCO3)nnc1-c1ccccc1	0.5%	5%
CCOC(=O)c1c(NC(=O)CSc2nnnn2-c2ccc(OC)cc2)sc(C)c1C	0.6%	nt
NC(=O)C1CCN(Cc2nc(-c3ccccc3)no2)CC1	5.5%	0%
O=C(CSCc1ccccc1)Nc1nnc(/C=C/c2ccccc2)s1	1.9%	0%
CCOc1ccc(S(=O)(=O)N=Nc2c(O)[nH]c3ccccc23)c2ccccc12	2.0%	1%
COc1ccc(C(=O)N/C(=C\c2ccc(-c3cccc([N+](=O)[O-])c3)o2)C(=O)NCc2cccnc2)cc1	-5.0%	4%
CCCCCCNCCn1cnc2c(N)ncnc21	0.7%	nt
O=C(NN1C(=O)c2ccccc2C1=O)c1ccc(Cl)c(Cl)c1	-0.6%	4%
CCOc1ccc2nc(NC(=O)CSc3nc4ccccc4c(=O)n3Cc3ccco3)sc2c1	6.6%	3%
COCC(C)n1c(C)cc(C(=O)CN2C(=O)NC(Cc3c[nH]c4ccccc34)C2=O)c1C (configuration not stated)	-2.1%	nt
C=C(Br)Cn1c(C)nc2ccccc21	-3.3%	-6%
Nn1c(-c2ccco2)nc2ccccc2c1=O	2.9%	-2%
CC(C)(C)NC(=O)c1ccc2nccnc2c1	-1.4%	-3%
CCCn1c(C)nc2c(c1=O)c1nc3ccccc3nc1n2CCC1=CCCCC1	8.8%	0%
COC(=O)C(NC(=O)c1ccccc1)(Nc1nccs1)C(F)(F)F (configuration not stated)	-1.0%	-9%
CC(C)(C)c1ccc(OCc2nc(-c3ccccn3)no2)c(Br)c1	0.0%	-4%
CCOC(=O)C1=C(C)N(c2ccc(OC)cc2)C(=O)/C1=C\c1ccc(O)c(OCC)c1	2.3%	5%
Cc1cc(C(=O)Nc2sc3c(c2C#N)CCC3)no1	7.3%	-4%
O=C1Nc2ccc(Br)cc2C1(O)Cc1ccncc1 (configuration not stated)	0.4%	-14%
c1cnc(SCCOc2cccc3ccccc23)nc1	0.7%	nt
O=C(Nc1ccccc1C(=O)O)c1ccc2c(c1)C(=O)N(C1CCCCC1)C2=O	17%	0%
Cc1coc2cc3oc(=O)c4c(c3cc12)CCCC4	-1.4%	3%
CN(C)CCOCCOCCN(C)C	6.2%	-1%
O=CN1CCN(C(=O)c2ccc(C#Cc3ccccc3)cc2)CC1	-2.9%	1%
CC(C)CNC(=O)CN(C1CCCCC1)S(=O)(=O)c1ccccc1	0.4%	-8%
CC12CCC(C(N)=O)(c3nc4ccccc4nc31)C2(C)C (configuration not stated)	28%	-8%
CCOc1ccc(C(=O)Nc2ccccc2O)cc1Cl	-8.1%	2%
COc1ccc(NC(=O)NCCc2ccc(Cl)cc2Cl)cc1OC	1.5%	-1%
CCOC(=O)C1CCN(C(=O)CNC(=O)OC(C)(C)C)CC1	-0.3%	-18%
CCOc1ccccc1OCCCOc1ccccc1OCC	-1.4%	-3%
CCCN(CC1CC1)C(=O)Nc1ccccc1C	2.8%	-4%
CCCOC(=O)/C(C(N)=NCc1ccccc1)=C(\O)OCCC	0.5%	-1%
O=C1CC(SC(=NCCc2ccccc2)Nc2ccc(F)cc2)C(=O)N1c1ccc(F)cc1 (configuration not stated)	0.9%	4%
COC(=O)COc1cccc(NS(=O)(=O)c2ccc(NC(C)=O)cc2)c1	1.0%	-16%
CC1CC(Nc2ccccc2)c2ccccc2N1C(=O)c1sc2ccccc2c1Cl (configuration not stated)	-5.0%	4%
COc1ccc(C(=O)Nc2ccc(S(=O)(=O)NC(C)=O)cc2)cc1[N+](=O)[O-]	3.6%	-2%
COC(=O)c1cc2occc2n1CC(=O)N(C)C1CCCCC1	5.0%	2%
Cc1ccc(CS(=O)(=O)CCC(=O)NCCN2CCCC2)cc1	6.1%	-4%
CSc1nc2ccc(NC(=O)C3CC(=O)N(Cc4ccccc4)C3)cc2s1 (configuration not stated)	-8.1%	nt
O=C(Cn1cncn1)c1ccc(F)c(F)c1	-2.3%	2%
O=C(CN1C(=O)c2cccc3cccc(c23)C1=O)N1CCN(CCN2C(=O)C3C4C=CC(C4)C3C2=O)CC1 (configuration not stated)	-5.4%	2%
Cc1nn(CC(=O)Nc2ccc(O)cc2)c(=O)c2ccccc12	0.6%	-1%
CC(OC(=O)Cn1c(C(F)(F)F)nc2ccccc21)C(N)=O (configuration not stated)	-2.8%	nt
O=C1CC(c2ccccc2)CC2=C1C(c1ccc(Cl)cc1Cl)Nc1ccccc1N2 (configuration not stated)	-2.3%	0%
O=C(O)c1cc(N2C(=O)c3ccc(Oc4ccc5c(c4)C(=O)N(c4ccc(O)c(C(=O)O)c4)C5=O)cc3C2=O)ccc1O	9.3%	0%
C=CCNc1sc(C(=O)c2ccccc2)c(N)c1-c1nc2ccccc2s1	-5.9%	nt
CCSc1cc(C)nc2c(-c3ccccc3)c(C)nn12	0.3%	nt
O=C(COc1ccc(Cl)cc1)NCc1nnc(SCC(=O)c2ccccc2)o1	nt	11%
CC(C)COc1ccccc1C(=O)NC(CO)C(=O)O (configuration not stated)	4.1%	nt
Cc1c(-c2ccc(Cl)cc2)nc2ccccc2c1C(=O)Nc1ccc(F)cc1F	-0.7%	5%
CCC1(COC(NC(=O)c2cccnc2)(C(F)(F)F)C(F)(F)F)COC1	-1.5%	-12%
CC1(C)CC(NS(=O)(=O)c2ccc(S(=O)(=O)N3CCOCC3)cc2)CCO1 (configuration not stated)	-4.6%	1%
Cc1cccc(NC(=O)CC2NC3CCCCC3NC2=O)c1 (configuration not stated)	9.9%	-3%
Cc1nc(-c2ccccc2)sc1C(=O)Nc1cccc(-c2cn3ccccc3n2)c1	0.7%	19%
O=C(Cn1nnc(-c2cccs2)n1)N1c2ccccc2Sc2ccc(C(F)(F)F)cc21	0.7%	nt
CCOc1ccc(N(CC(=O)NCc2ccc(OC)cc2)S(=O)(=O)c2ccc(Br)cc2)cc1	1.5%	0%
CC(C)C(c1ccc(O)cc1)c1ccc(O)cc1	-4.1%	1%
CCOCCCNC(=O)Cc1c(C(=O)O)[nH]c2ccc(Cl)cc12	-0.7%	-2%
O=C(Cn1cc2c(n1)CCCC2)Nc1ccccc1Br	4.1%	-9%
COc1ccccc1NC(=O)CSc1nc(O)cc(=O)n1C	-3.5%	-4%

5 compounds out of the list, sorted by molar mass, lowest first.
SMILES	Hsp70 inhibitors	MKP-3 inhibition
Cc1cccc(NC(=O)CC2NC3CCCCC3NC2=O)c1 (configuration not stated)	9.9%	-3%
COc1ccccc1NC(=O)CSc1nc(O)cc(=O)n1C	-3.5%	-4%
CCC1(COC(NC(=O)c2cccnc2)(C(F)(F)F)C(F)(F)F)COC1	-1.5%	-12%
Cc1c(-c2ccc(Cl)cc2)nc2ccccc2c1C(=O)Nc1ccc(F)cc1F	-0.7%	5%
O=C(Cn1nnc(-c2cccs2)n1)N1c2ccccc2Sc2ccc(C(F)(F)F)cc21	0.7%	nt

(continued)
SMILES	Hsp70 inhibitors	MKP-3 inhibition
C=CCNc1nc(Nc2ccc(OC)cc2)nc(OCC)n1	-3.4%	nt
O=C1OC(c2ccccc2F)=N/C1=C\c1ccccc1[N+](=O)[O-]	-2.1%	-2%
COC(=O)CN1C(=O)C(C)=C(c2ccc(C)cc2)S1(=O)=O	-2.0%	5%
COc1cccc(OCCOc2ccccc2OC(C)C)c1	5.7%	nt
CCN(CC)c1ncnc2c1sc1nc(C)cc(C)c12	8.4%	nt
CCOc1ccc(N2C(=O)NC(=O)/C(=C\c3ccc(OCC(=O)O)c(Br)c3)C2=O)cc1	-2.5%	3%
CS(=O)(=O)N(CC(=O)N1CCN(C(c2ccccc2)c2ccccc2)CC1)C1CCCCC1	-2.9%	nt
CC1CN(S(=O)(=O)c2cccc(-c3csc(-c4ccccc4)n3)c2)CC(C)O1 (configuration not stated)	1.2%	nt
COc1ccc(O)c(C2N(Cc3ccccc3O)CCN2Cc2ccccc2O)c1	-1.1%	0%
C[C@]12CC[C@@H]3c4ccc(OC(=O)c5ccccc5)cc4CC[C@H]3[C@@H]1CC[C@@H]2O	8.4%	-3%
CC1Oc2ccccc2C=C1C1/C(=C(/O)c2ccccc2)C(=O)C(=O)N1CCCN(C)C (configuration not stated)	-4.2%	-7%
c1nc(NC2CCCCC2)c2[nH]cnc2n1	-3.6%	-2%
CCOc1cccc(NC(=O)C2CCCN(S(=O)(=O)c3ccc(OC)cc3)C2)c1 (configuration not stated)	-1.0%	-9%
O=C(C1CCN(S(=O)(=O)c2cccc3nsnc23)CC1)N1CC=C(c2ccccc2)CC1	11%	0%
CCC(=O)N1c2ccc(S(=O)(=O)CCC(=O)N3CCn4c3nc3ccccc34)cc2CC1C (configuration not stated)	-2.0%	6%
O=C(Cn1c(=O)oc2ccccc21)NC(=O)NCc1ccccc1	1.0%	nt
COc1cc(CN2CCN(C3CCCCCC3)CC2)cc(OC)c1OC	-3.9%	2%
Nc1nonc1-c1nc2ccccc2n1CCC(=O)O	2.3%	-4%
Cc1ccc(S(=O)(=O)N2CCN(S(=O)(=O)N3CCOCC3)CC2)cc1C	5.2%	nt
O=C1c2cccnc2C(=O)N1Cc1cccs1	6.5%	-4%
CCCC(=O)N1CCN(c2ccc([N+](=O)[O-])cc2Cl)CC1	-1.1%	-1%
CCOC(=O)C1=C(N)Oc2c(oc(CO)cc2=O)C1c1c(F)cccc1Cl (configuration not stated)	2.3%	-3%
O=C(O)CNc1nc(Cl)ccc1[N+](=O)[O-]	-14%	nt
COc1ccc(C2CC(c3ccc(F)cc3)=NN2c2cccc(F)c2)cc1OC (configuration not stated)	-3.6%	3%
Cc1c(C(c2cc(Br)ccc2O)c2c(C)n(C)n(-c3ccccc3)c2=O)c(=O)n(-c2ccccc2)n1C	4.8%	-1%
Cc1cc(C=O)c(C)n1-c1cccc([N+](=O)[O-])c1	-0.8%	4%
CC(=O)NC(CCS(C)(=O)=O)C(=O)N1CCc2ccccc21 (configuration not stated)	-11%	nt
O=C(O)c1ccccc1C(=O)Nc1cccc(-c2cn3ccccc3n2)c1	2.3%	-1%
CCCCc1cc(=O)oc2c(CN(C)C)c(O)c(Cl)cc12	-0.2%	1%
COc1cccc(C(=O)Nc2ccc(NC(=O)C(C)C)nc2)c1	3.9%	2%
CC(NCCO)C(=O)C12CC3CC(CC(C3)C1)C2 (configuration not stated)	-4.8%	4%
Cc1ccc2nc(SCC(=O)Nc3ccccc3N3CCOCC3)c(C#N)cc2c1	0.9%	nt
COCCNC(=O)c1ccccc1NC(=O)c1ccc(OC)c(OC)c1	2.0%	-10%
O=C(c1ccc(N2CCN(C(=O)c3c(F)cccc3F)CC2)cc1)c1cccc(F)c1	4.5%	2%
O=C(CN1CCC(n2nnc3ccccc32)CC1)NCc1cccs1	-2.5%	-10%
O=[N+]([O-])c1ccccc1S(=O)(=O)Nc1cccc(I)c1	-0.5%	3%
Cc1ccc(C)c(N(CC(=O)Nc2cc(Cl)ccc2C)S(=O)(=O)c2ccccc2)c1	-3.9%	2%
CCC(=O)OCCn1c(=O)c2ccccc2c2ccccc2c1=O	4.6%	4%
CN(C)/C=N/c1nc2ccc3c(c2s1)CCCC3	-4.4%	-8%
COC(=O)c1sccc1NC(=O)COc1ccc(Cl)cc1	-2.7%	3%
CCOc1ccccc1NC(=O)c1c(NC(=O)c2cccs2)sc2c1CCCC2	-0.2%	-3%
Cc1[nH]c2ccccc2c1C(=O)CSc1ncn[nH]1	5.2%	nt
N#CCCN1CCN(S(=O)(=O)c2ccc(S(=O)(=O)NCC3CCCO3)cc2)CC1 (configuration not stated)	10%	-5%
CN(C)CCCN1c2ccccc2Sc2ccc(Cl)cc21	-0.2%&-1.7%	10%

Not all compounds are listed (hit frequency here may not be typical).
